# Screening data from PubChem BioAssay.
# Growth percent in the NCI-60 one-dose screen (48 h, 10 µM unless noted): 100 = growth as untreated, 0 = no growth, -100 = all killed.
# NCI/ADR-RES: NCI/ADR-RES ovarian cells; 81,000 compounds, 4.4% hits
# NCI-H226: NCI-H226 lung cancer | 79,000 compounds, 3.5% hits
# IGROV1: IGROV1 ovarian cancer; 79,000 compounds, 4.7% hits
# SK-OV-3: SK-OV-3 ovarian cancer cells; 80,000 compounds, 3.2% hits
# NCI-H23: NCI-H23 lung cancer. 80,000 compounds, 4% hits
# COLO 205: COLO 205 colon cancer; AID 1794742; 79,000 compounds, 7.3% hits
# NCI-H460: NCI-H460 lung cancer; 82,000 compounds, 6.8% hits
# NCI-H322M: NCI-H322M lung cancer; 80,000 compounds, 2.7% hits
# NCI-H522: NCI-H522 lung cancer; AID 1794739; 78,000 compounds, 8% hits
# The depositor's hits bear a star; nt = not tested or not shown; & = joins results of further samples; [ ] = dose if it differs, or a comment. The calls were made as follows: active = growth percent below 10; inactive = the rest.
SMILES,NCI/ADR-RES,NCI-H226,IGROV1,SK-OV-3,NCI-H23,COLO 205,NCI-H460,NCI-H322M,NCI-H522
Cc1cccc(Cl)c1NC(=O)Nc1cccc(C#N)c1,98,91,111,106,103,128,108,101,77
c1ccc(CSc2nnc(-c3cccs3)n2-c2ccccc2)cc1,94,88,91,96,100,111,100,90,92
N#Cc1c(Cl)nc(SCC(=O)N2CCN(c3cc4c(cc3F)c(=O)c(C(=O)O)cn4C3CC3)CC2)nc1-c1ccccc1,96,99,95,83,98,115,103,101,97
Cc1ccc2c(c1)C(=C(C#N)C#N)CCN2,99,113,114,110,102,107,107,113,102
O=C(CCc1nnc(-c2c(Cl)cccc2Cl)o1)c1nc2ccccc2[nH]1,63,84,58,65,62,63,77,76,50
N#Cc1c(-c2ccc(F)cc2)nc(SCc2ccc([N+](=O)[O-])cc2)nc1N1CCN(c2ccccc2)CC1,103,97,104,105,103,115,100,100,95
O=P(O)(c1ccc(Br)cc1)c1ccc(Br)cc1,120,93,100,102,102,110,106,95,100
N=c1ccn2c(n1)O[C@@H]1[C@@H](O)[C@H](CO)O[C@@H]12,42,92,71,62,33,49,12,82,39
COc1cc(-c2nc(SCC(C)C)nc(Nc3ccc(F)cc3)c2C#N)cc(OC)c1OC,80,84,95,81,97,90,100,100,82
OCc1nc2nc(Cl)c(Cl)nc2[nH]1,94,95,108,106,96,116,107,93,88
Cc1nn2c(CCC(=O)c3nc4ccc([N+](=O)[O-])cc4[nH]3)nnc2s1,100,106,109,82,96,95,107,99,51
C#Cc1c(C)cc(C)c(Br)c1C,103,130,110,104,97,106,104,101,108
COc1ccc(-c2nc(SCCC(C)C)nc(N/N=C\c3ccc(O)cc3)c2C#N)cc1,55,97,68,109,36,106,11,83,88
N#Cc1[nH]nc2nc[nH]c(=O)c12,97,94,113,116,98,127,108,118,112
CN(C)c1ccc(/C=N/n2c(-c3cc(F)c(Cl)cc3Cl)nn(CN3CCOCC3)c2=S)cc1,97,97,104,101,101,108,121,95,74

# The last 7 records of the part before come first, to join the parts.
SMILES,NCI/ADR-RES,NCI-H226,IGROV1,SK-OV-3,NCI-H23,COLO 205,NCI-H460,NCI-H322M,NCI-H522
COc1cc(-c2nc(SCC(C)C)nc(Nc3ccc(F)cc3)c2C#N)cc(OC)c1OC,80,84,95,81,97,90,100,100,82
OCc1nc2nc(Cl)c(Cl)nc2[nH]1,94,95,108,106,96,116,107,93,88
Cc1nn2c(CCC(=O)c3nc4ccc([N+](=O)[O-])cc4[nH]3)nnc2s1,100,106,109,82,96,95,107,99,51
C#Cc1c(C)cc(C)c(Br)c1C,103,130,110,104,97,106,104,101,108
COc1ccc(-c2nc(SCCC(C)C)nc(N/N=C\c3ccc(O)cc3)c2C#N)cc1,55,97,68,109,36,106,11,83,88
N#Cc1[nH]nc2nc[nH]c(=O)c12,97,94,113,116,98,127,108,118,112
CN(C)c1ccc(/C=N/n2c(-c3cc(F)c(Cl)cc3Cl)nn(CN3CCOCC3)c2=S)cc1,97,97,104,101,101,108,121,95,74
CO[C@H]1C[C@@H]2CC[C@@H](C)[C@@](O)(O2)C(=O)C(=O)N2CCCC[C@H]2C(=O)O[C@H]([C@H](C)C[C@@H]2CC[C@@H](OP(C)(C)=O)[C@H](OC)C2)CC(=O)[C@H](C)/C=C(\C)[C@@H](O)[C@@H](OC)C(=O)[C@H](C)C[C@H](C)\C=C/C=C/C=C/1C,51,41,24,12,57,53,40,54,32
CCOC(=O)C1=C(C(C)=O)C(c2ccc([N+](=O)[O-])cc2)C(C(C)=O)=C(C(=O)OCC)N1,102,102,107,101,96,110,107,109,96
CCCCOc1nc2ccccc2cc1/C=C/C(=O)c1c(O)c2ccccc2oc1=O,97,101,101,67,108,101,102,98,82
COc1cc(-c2csc(NC(=O)Nc3ccc(Cl)c(C(F)(F)F)c3)n2)cc(OC)c1OC,-8.0*,-6.4*,25,2.0*,1.3*,-58*,2.2*,nt,-25*
NC(=NCCCOc1ccc(F)cc1)Nc1ccc(Cl)c(Cl)c1,70,76,46,100,68,-58*,74,69,68
O=C(OC1CCC2CCCC1C2=O)c1ccc([N+](=O)[O-])cc1 (centres undefined),111,96,106,104,110,106,105,95,95
COc1ccc(C2NC(=S)N(C(CC(=O)c3ccccc3)c3ccccc3)C(=O)C2Br)cc1 (centres undefined),95,75,79,95,78,101,99,91,83
S=c1c2ccccc2[nH]c2ccccc12,105,77,86,75,89,69,78,94,65
COc1cccc2cc(-c3cc4ccccc4[nH]3)/c(=N/C(=S)Nc3ccc(C)cc3)oc12,51,55,58,65,68,99,51,80,85
CC(=O)O[C@H]1CC[C@]2(C)[C@H]3CC[C@@H]4[C@H]5[C@H](C)C6(C)OC[C@]5(CC[C@@]4(C)[C@]3(C)CC[C@H]2C1(C)C)C[C@@H]6C(C)=O,96,92,52,99,85,71,85,96,76
C=C(C)[C@@H]1CC[C@]2(C(=O)N3CCN(C)CC3)CC[C@]3(C)[C@H](CC[C@@H]4[C@@]5(C)C/C(=C/c6ccncc6)[C@H](O)C(C)(C)[C@@H]5CC[C@]43C)[C@@H]12,-64*[100 µM],-51*[100 µM],-24*[100 µM],0.2*[100 µM],4.3*[100 µM],-75*[100 µM],-67*[100 µM],-27*[100 µM],-46*[100 µM]
COc1ccc(NC(=O)CC(C)=O)c(OC)c1,108,113,nt,105,98,123,139,137,75
c1ccc2cc(C[n+]3ccn(CCCCCCCn4cc[n+](Cc5ccc6ccccc6c5)c4)c3)ccc2c1,100,59,28,36,14,20,15,59,5.9*
Cc1c(Br)c(C)c([N+](=O)[O-])c(C)c1[N+](=O)[O-],109,102,97,100,104,116,109,98,92
O=C(Nc1cccnc1)[C@H](O)[C@@H](O)C(=O)N1CCOCC1,103,93,108,111,103,117,105,108,90

# One compound at a time, as listed above. Order of screens: NCI/ADR-RES, NCI-H226, IGROV1, SK-OV-3, NCI-H23, COLO 205, NCI-H460, NCI-H322M, NCI-H522
# c1ccc(CSc2nnc(-c3cccs3)n2-c2ccccc2)cc1 is listed with 94, 88, 91, 96, 100, 111, 100, 90, 92
# COc1ccc(-c2nc(SCCC(C)C)nc(N/N=C\c3ccc(O)cc3)c2C#N)cc1 is listed with 55, 97, 68, 109, 36, 106, 11, 83, 88

# Next section:
SMILES,NCI/ADR-RES,NCI-H226,IGROV1,SK-OV-3,NCI-H23,COLO 205,NCI-H460,NCI-H322M,NCI-H522
Cn1c(=O)[nH]c2nc(SCC(=O)c3ccc([N+](=O)[O-])cc3)[nH]c2c1=O,103,nt,105,107,103,107,105,103,94
CCOC(=O)C(NC(C)=O)(C(=O)OCC)C1c2ccccc2-c2ccc(N)cc21 (centres undefined),95,96,78,107,92,108,111,106,81
O=C(O)CSc1nc2ccccc2s1,102&114,89&100,101&104,109&93,106&100,129&100,101&105,91&96,82&106
COc1cc(/C=C2\C(=O)N(CCCOc3cc(O)c4c(=O)cc(-c5ccccc5)oc4c3)c3ccccc32)cc(OC)c1O,64,94,77,92,88,83,89,90,36
NC1=CC(=O)C(=O)c2ccccc21,59,98,90,93,73,117,106,102,81
Cc1ccc(S(=O)(=O)NC(=O)Nc2nccs2)cc1,107,108,116,104,100,130,102,105,106
CCCCc1oc2ccccc2c1C(=O)c1cc(I)c(O)c(I)c1,94,92,109,107,90,123,101,104,83
Fc1ccc2nc(-c3c(-c4ccccc4)nc4ncccn34)[nH]c2c1,99,104,100,104,99,112,102,97,84
O=C1CSC(=S)N1CCc1ccccc1,104,101,106,114,101,132,107,100,97
CCCCCCCCOc1ccc(/C=C/C(=O)c2ccc(OC)cc2)cc1,99,84,98,103,85,105,96,105,81
O=c1cc(Cn2cnc3c(NCc4ccco4)ncnc32)c2cc(Cl)ccc2o1,95,87,75,95,85,127,100,90,87
CCCCCCNC(=O)Oc1ccc(/C(=C(\C)c2ccc(OC)cc2)c2ccc(OCCN(C)C)cc2)cc1,75,105,68,103,84,90,68,89,98
Cc1cc(C(C)(C)C)cc(C=O)c1O,99,97,102,99,97,111,101,103,79
OC(c1cccc(C(F)(F)F)c1)c1cnccc1NC1CCCCC1 (centres undefined),79,83,76,96,61,-40*,83,90,82
COC(=O)c1ccccc1N(C)C,101,99,106,96,98,101,110,104,99
O=C(O)c1ccccc1Oc1cc(-c2ccco2)nc(OCCN2CCOCC2)n1,100,97,103,100,106,103,116,95,92
NC(=O)C1CCC(=O)N1 (centres undefined),111,104,115,97,107,114,113,115,114
O=C(O)c1ncc(-c2cc(C(F)(F)F)cc(C(F)(F)F)c2)c(NC2CCCCCC2)n1,102,94,93,106,nt,103,106,nt,92
Cc1nc(=S)[nH][nH]1,101,103,98,86,99,90,109,101,66
Cc1c(Cl)cccc1N=C=S,89,101,108,104,85,117,101,95,87
CCN1C(=O)N(CC)C2C1NN=c1s/c(=C\c3ccccc3Br)c(=O)n12 (centres undefined),7.7*,57,17,38,27,3.1*,3.7*,37,0.6*
COc1ccc(OC)c(-c2cc(-c3ccc(Br)s3)[nH]c(=O)c2C#N)c1,93,nt,99,nt,95,nt,107,100,86
C=C(C)[C@@H]1C[C@H](O)Cc2c(C)cc(C)cc2N1,110,105,112,98,105,108,111,109,96
O=C1CC(c2nc3ccccc3[nH]2)CN1c1ccc(Cl)cc1 (centres undefined),99,96,96,94,90,103,101,85,nt
N#Cc1c(-c2ccccc2)[nH]c2ncc(-c3ccc4ccccc4c3)n2c1=O,96,98,94,100,88,106,107,97,79
CCC(C)(C)c1ccc(OCCCCCCN2CCN(c3ccc(C)c(Cl)c3)CC2)cc1,85,74,nt,98,62,91,nt,88,85
O=c1[nH]cnc2c1C(c1ccccc1Cl)c1ccc3ccccc3c1O2 (centres undefined),100,98,100,96,88,106,103,94,84
CC1OC(OC2C(OC3CCC4(C)C(CCC5(C)C4CC=C4C6CC(C)(C)CCC6(CO)C(O)CC45C)C3(C)C)OC(C(=O)O)C(OC3OC(COC4OC(CO)C(O)C(O)C4O)C(O)C(O)C3O)C2O)C(O)C(O)C1O (centres undefined),-68*,-64*,-82*,-83*,-82*,-86*,15,-96*,-65*
CCCn1c(N)c(C(N)=O)sc1=S,104,103,100,103,105,118,114,101,95
Nc1ccc(S(=O)(=O)Nc2cc(Cl)c(N)c(Cl)c2)cc1,103,101,94,111,102,106,102,81,101
C=CCCCOC(=O)c1nn(C(C)=O)c2ccccc12,100,93,107,99,97,111,108,111,86
NC(=O)Nc1ccccc1,111,102,110,116,104,117,108,105,92
NC(=O)NC1NC(=O)NC1=O (centres undefined),100,113,104,103,102,105,107,99,101
OC(COc1ccccc1Cl)CN1CCCC1 (centres undefined),109,116,108,115,105,128,121,115,81
COCCN(C(=O)c1ccc(F)cc1F)c1c(N)n(Cc2ccccc2)c(=O)[nH]c1=O,110,95,3.0*,111,95,124,116,100,98
CCN(CC)C(=O)CCCC1CCCCC1,98,102,104,104,97,102,110,104,102
O=C1NN=C2c3ccccc3CN2c2c1cnn2-c1ccccc1,104,89,78,102,92,111,108,104,95
O=C(NCCCNc1nccc(-n2ccc3cccnc32)n1)c1ccc(Cl)cc1,95,98,101,98,100,104,108,97,95
Cc1ccccc1N1C(=O)C2C3C=CC(O3)C2C1=O (centres undefined),108,107,107,109,102,116,113,103,88
COC1=CC(=O)c2ccccc2C1=O,61,104,84,101,49,117,106,95,78
N#Cc1ccccc1F,108,105,107,106,94,100,115,115,102
C[C@H]1CC[C@H]2C3=C1C(=O)O[C@@]31O[C@]3(C)C[C@@H](C[C@@H]2C)[C@]1(C)C3,99,96,94,95,nt,103,101,94,98
COC(=O)c1cccc2c1c(/C=C1\SC(=S)NC1=O)cn2C,98,113,110,99,93,117,110,90,86
O=S(=O)(NCCNc1nccc(-n2ccc3cccnc32)n1)c1cccc(Br)c1,98,94,101,115,101,112,103,95,93
COc1ccc(OC)c(-c2nc3sc(-c4c[nH]c5ccccc45)nn3c2C=O)c1,92,90,92,108,94,95,93,99,83
CCCC1CCNCC1,125,106,107,104,113,113,108,105,101
O=C(/C=C/c1cnc[nH]1)N1CCc2ccc([N+](=O)[O-])cc2C1,116,107,105,140,nt,117,104,101,103
COc1ccc(/C=C(\C#N)c2cc(OC)c(OC)c(OC)c2)cc1,2.6*,-8.1*,18,-6.7*,1.5*,-70*,7.6*,43,5.6*
COc1cccc(-c2cc(-c3cc4cc(Br)ccc4oc3=O)nc(N)n2)c1,nt,87,nt,91,nt,105,90,nt,96
CC[C@H]1OC(=O)[C@H](C)[C@@H](O[C@H]2C[C@@](C)(OC)[C@@H](O)[C@H](C)O2)[C@H](C)[C@@H](O[C@@H]2O[C@H](C)C[C@H](N(C)C)[C@H]2O)[C@](C)(OC)C/C(C)=C2/O[C@@]1(C)C=C2C,65,85,58,102,84,-47*,-50*,nt,44
COc1ccc2cc(C(C)C(=O)N=C(N)N)ccc2c1 (centres undefined),101,102,105,90,108,104,97,114,71
COc1ccc(C(=O)C(C)C(C)OC(=O)c2ccccc2C(=O)O)cc1 (centres undefined),105,103,122,117,nt,114,107,nt,108
OCC1Cc2ccccc2C1,103,101,127,98,103,97,113,125,105
CC1OC(O[C@H]2CC[C@]3(C)[C@H]4C(=O)C=C5[C@@H]6C[C@@](C)(C(=O)O)CC[C@]6(C)CC[C@@]5(C)[C@]4(C)CC[C@H]3C2(C)C)C[C@@H](O)[C@H]1O (some centres undefined),108,101,100,101,107,110,104,98,89
CCC(CC)C(=O)OCCOc1ccccc1,101,nt,99,80,99,97,107,92,76
COc1cccc(-c2nn(-c3ccccc3)cc2-c2ccnc(NCCNS(=O)(=O)c3ccc(C)cc3)c2)c1,58,72,57,86,70,64,66,94,65
